Screens from PubChem BioAssay.
NCI-60 one-dose screen, 48 h, at 10 µM unless noted. Numbers give growth in % (100 = growth as untreated, 0 = no growth, -100 = all killed).
SK-MEL-5: SK-MEL-5 melanoma. AID 1794755. 80,000 compounds, 6.4% hits
UACC-257: UACC-257 melanoma | AID 1794764 | 78,000 compounds, 4.4% hits
UACC-62: UACC-62 melanoma | AID 1794756 | 81,000 compounds, 5.4% hits
SK-MEL-2: SK-MEL-2 melanoma; 77,000 compounds, 4.7% hits
MDA-MB-435: MDA-MB-435 melanoma | 82,000 compounds, 7.8% hits | AID 1794794
M14: M14 melanoma; 80,000 compounds, 6.2% hits
A549/ATCC: A549/ATCC NSCLC; 81,000 compounds, 3.7% hits
SK-MEL-28: SK-MEL-28 melanoma; 81,000 compounds, 4.1% hits; AID 1794761
* marks the source's active call; other numbers are inactive results; · = no result given. Rule for the calls: active = growth percent below 10; inactive = the rest.

[1] N#C/C(=C\c1cccc2ccccc12)C(=O)Nc1sc2c(c1C#N)CCC2
[2] CCC(=O)N(C)c1ccccc1
[3] O=C(N/N=C\c1cc(O)c(O)c(O)c1)c1ccc2nc(-c3ccc([N+](=O)[O-])cc3)[nH]c2c1
[4] N/C(=N\c1nc2ccccc2s1)NC(=O)Nc1ccccc1[N+](=O)[O-]
[5] CCC(=O)CC(=O)c1ccccc1
[6] CC(CN(C)C)C(=O)c1cccs1 (stereo not given)
[7] O=C(CSc1nnc2n1N=C(c1ccccc1)CS2)c1ccccc1
[8] CC1(C)C(=O)NC(=O)C1(C)C
entry no.,1,2,3,4,5,6,7,8
UACC-62,70,103,78,12,92,98,93,104
SK-MEL-2,83,103,104,20,100,100,93,134
M14,98,101,94,16,·,103,109,104
UACC-257,83,102,96,60,103,115,96,102
MDA-MB-435,97,102,100,-45*,105,103,115,105
SK-MEL-5,90,100,89,-21*,100,105,90,103
SK-MEL-28,101,102,81,51,108,110,110,101
A549/ATCC,91,99,91,17,104,108,102,98

[9] COc1ccc2c(c1OC)C(=O)OC2C1c2c(c(COC(=O)C(Cc3c[nH]c4ccccc34)NC(=O)OC(C)(C)C)c3c(c2OC)OCO3)CCN1C (stereo not given)
[10] COc1ccc(C2OC(c3ccc(Oc4nnnn4-c4ccccc4)cc3)=NN2C(C)=O)cc1 (stereo not given)
[11] COS(=O)(=O)c1cccc2c(S(=O)(=O)OC)cccc12
[12] O=C(NC1CC1)c1ncc(-c2ccc(C(F)(F)F)cc2)c(NC2CCCCCC2)n1
[13] C=C1CCC2C3(C)COC(c4ccc(SC)cc4)OC3CCC2(C)C1C/C=C1/C(=O)OCC1O (stereo not given)
[14] CC(C)CC(CC(C)C)=NNc1ccc([N+](=O)[O-])cc1[N+](=O)[O-]
[15] CCN1CCN(c2ccc(Nc3cc(-c4cccnc4Nc4c(Cl)c(OC)cc(OC)c4Cl)ncn3)cc2)CC1
[16] CCCCCCCCCCCC(=O)OC/C=C\Cl
entry no.,9,10,11,12,13,14,15,16
UACC-62,89,88,104,86,66,·,86,94
SK-MEL-2,113,94,120,·,65,100,75,117
M14,91,97,94,98,69,109,73,109
UACC-257,106,106,102,95,91,94,92,103
MDA-MB-435,99,106,100,95,61,91,90,111
SK-MEL-5,98,92,109,91,65,96,74,102
SK-MEL-28,104,104,109,98,104,111,100,114
A549/ATCC,98,105,97,81,84,88,40,99

[17] CCOC(=O)c1[nH]n(-c2ccccc2)c(=O)c1/C=N/C(=S)Nc1ccc(Cl)cc1Cl
[18] C=C1CC[C@@H]2[C@]3(C)COC(c4cn[nH]c4-c4cccc(F)c4)O[C@@H]3CC[C@@]2(C)[C@@H]1C/C=C1/C(=O)OCC1O (stereo not given in full)
[19] C/C(=N/NC(=O)c1cc2ccccc2oc1=N)c1ccc(Br)cc1
[20] OCCNc1nccc(NCCCNc2ccnc3cc(Cl)ccc23)n1
[21] O=C(Nc1ccc(-n2cc(-c3ccncc3)c(-c3ccc(Cl)c(O)c3)n2)cc1)Nc1cc(C(F)(F)F)cc(C(F)(F)F)c1
[22] CC(C)c1ccc(C(=O)Nc2nc3ccc(O)c(CN(C)C)c3s2)cc1
[23] Nc1nc(=S)c2ncn(C3OC(COP(=O)(O)O)C(O)C3O)c2[nH]1 (stereo not given)
[24] C=C1[C@@]2(C)CC(C)=C[C@]1(C(=O)OC)[C@]1(C)CCC3C(C)(C)[C@@H](O)CC[C@]3(C)C1C2 (stereo not given in full)
entry no.,17,18,19,20,21,22,23,24
UACC-62,99,82,96,99,5.5*,66,14,70
SK-MEL-2,102,108,107,93,·,102,15,92
M14,97,94,91,101,6.9*,27,15,99
UACC-257,90,92,117,97,8.7*,51,37,92
MDA-MB-435,109,98,99,93,6.6*,55,16,101
SK-MEL-5,98,97,101,100,-24*,74,69,87
SK-MEL-28,115,120,95,102,16,96,74,113
A549/ATCC,82,94,102,104,18,81,33,80

Part of the list above, with bars between the fields:
# | SMILES | UACC-62 | SK-MEL-2 | M14 | UACC-257 | MDA-MB-435 | SK-MEL-5 | SK-MEL-28 | A549/ATCC
14 | CC(C)CC(CC(C)C)=NNc1ccc([N+](=O)[O-])cc1[N+](=O)[O-] | · | 100 | 109 | 94 | 91 | 96 | 111 | 88
15 | CCN1CCN(c2ccc(Nc3cc(-c4cccnc4Nc4c(Cl)c(OC)cc(OC)c4Cl)ncn3)cc2)CC1 | 86 | 75 | 73 | 92 | 90 | 74 | 100 | 40
16 | CCCCCCCCCCCC(=O)OC/C=C\Cl | 94 | 117 | 109 | 103 | 111 | 102 | 114 | 99
17 | CCOC(=O)c1[nH]n(-c2ccccc2)c(=O)c1/C=N/C(=S)Nc1ccc(Cl)cc1Cl | 99 | 102 | 97 | 90 | 109 | 98 | 115 | 82
18 | C=C1CC[C@@H]2[C@]3(C)COC(c4cn[nH]c4-c4cccc(F)c4)O[C@@H]3CC[C@@]2(C)[C@@H]1C/C=C1/C(=O)OCC1O (stereo not given in full) | 82 | 108 | 94 | 92 | 98 | 97 | 120 | 94
19 | C/C(=N/NC(=O)c1cc2ccccc2oc1=N)c1ccc(Br)cc1 | 96 | 107 | 91 | 117 | 99 | 101 | 95 | 102
20 | OCCNc1nccc(NCCCNc2ccnc3cc(Cl)ccc23)n1 | 99 | 93 | 101 | 97 | 93 | 100 | 102 | 104
21 | O=C(Nc1ccc(-n2cc(-c3ccncc3)c(-c3ccc(Cl)c(O)c3)n2)cc1)Nc1cc(C(F)(F)F)cc(C(F)(F)F)c1 | 5.5* | · | 6.9* | 8.7* | 6.6* | -24* | 16 | 18
22 | CC(C)c1ccc(C(=O)Nc2nc3ccc(O)c(CN(C)C)c3s2)cc1 | 66 | 102 | 27 | 51 | 55 | 74 | 96 | 81
23 | Nc1nc(=S)c2ncn(C3OC(COP(=O)(O)O)C(O)C3O)c2[nH]1 (stereo not given) | 14 | 15 | 15 | 37 | 16 | 69 | 74 | 33
24 | C=C1[C@@]2(C)CC(C)=C[C@]1(C(=O)OC)[C@]1(C)CCC3C(C)(C)[C@@H](O)CC[C@]3(C)C1C2 (stereo not given in full) | 70 | 92 | 99 | 92 | 101 | 87 | 113 | 80

(continued)
[25] C=CCNc1nc2c(s1)C1=CC[C@H]3[C@@H]4CC[C@H]([C@H](C)CCCC(C)C)[C@@]4(C)CC[C@@H]3[C@@]1(C)CC2
[26] O=S(=O)(c1ccc(Br)cc1)c1ccc(Br)cc1
[27] CCOC(=O)CN1/C(=N/c2sc3c(c2C(=O)OCC)CCN(C(=O)OCC)C3)SC(=O)/C1=C\C(=O)OC
[28] CC(C)(C)OC(=O)CC1(O)CCCCC1
[29] CCOC(=O)c1nc2c3ccccc3ccn2c1C(=O)c1ccc(Br)cc1
[30] O=C(CCCn1c(=O)oc2ccccc21)Nc1nc2c(s1)CCCC2
[31] N/C(=N/N=C\c1ccccc1Cl)N/N=C/c1ccccc1Cl
[32] Cc1ccc(-c2csc(=N)n2CC(=O)N2CCN(C)CC2)cc1
entry no.,25,26,27,28,29,30,31,32
UACC-62,97,94,93,103,86,120,92,73
SK-MEL-2,94,105,98,107,·,87,81,108
M14,104,94,95,108,103,106,108,105
UACC-257,112,101,93,109,118,·,116,102
MDA-MB-435,105,94,100,102,98,104,68,83
SK-MEL-5,106,98,100,96,92,100,100,87
SK-MEL-28,107,106,109,105,107,130,96,97
A549/ATCC,108,101,90,109,93,104,103,87

[33] Cn1cc(-c2nnc(N)nc2-c2cn(C)c3ccc(F)cc23)c2cc(F)ccc21
[34] COc1ccc(/C=N/NC(=O)c2c(N)nn(C)c2Nc2ccccc2)cc1
[35] CCCCCCCCC1CCNCC1
[36] NS(=O)(=O)c1ccc(Nc2nc(Nc3ccccc3)nc(N3N=C(c4ccccc4)CC3c3ccccn3)n2)cc1 (stereo not given)
[37] O=c1[nH]c(Nc2ccc(S(=O)(=O)O)cc2)nc2nc(Nc3ccc(NC(=S)Nc4ccccc4)cc3)nc(-c3ccc(O)cc3O)c12
[38] C=C(C)[C@@H]1CC[C@]2(C(=O)N3CCN(C)CC3)CC[C@]3(C)[C@H](CC[C@@H]4[C@@]5(C)CCC(=O)C(C)(C)[C@@H]5CC[C@]43C)[C@@H]12
[39] CCC(CC)COC(=O)c1ccccc1C(=O)OCC(CC)CC
[40] C=CC(=O)OCCCCCCCC
entry no.,33,34,35,36,37,38,39,40
UACC-62,95,24,103,72,92,99,88,102
SK-MEL-2,97,7.1*,105,90,101,92,107,·
M14,101,13,93,64,·,95,109,104
UACC-257,101,56,92,113,139,101,103,97
MDA-MB-435,101,-31*,91,72,111,92,133,106
SK-MEL-5,91,57,93,56,114,92,94,110
SK-MEL-28,103,57,90,82,112,93,113,110
A549/ATCC,77,57,97,82,110,85,99,100

[41] COc1ccc(/C=C2\C(=O)N=C3N2N=C(N)N=C(N)N3c2ccccc2)cc1
[42] CNC1C(OC2C(OC3C(O)C(O)C(N=C(N)N)C(O)C3N=C(N)N)OC(C)C2(O)/C=N/NC(N)=S)OC(CO)C(O)C1O (stereo not given)
[43] COc1ccc(C(=O)c2sc3nc(N)c(C#N)cc3c2N)cc1OC
[44] O=C(CCN1CCCCC1)c1ccc2ccccc2c1
[45] CC1=C(C(=O)O)C(C)CC(=O)N1c1ccccc1 (stereo not given)
[46] COc1ccc(Cl)cc1NC(=O)C1CC(=O)Nc2nc(N3CCCCC3)[nH]c(=O)c21 (stereo not given)
[47] O=C1N(CO)C2C(N1CO)N(CO)C(=O)N2CO (stereo not given)
[48] COC(=O)C1=Nc2ccc(F)cc2/C1=C\c1sc(N)nc1O
entry no.,41,42,43,44,45,46,47,48
UACC-62,44,96,133,97,105,107,112,85
SK-MEL-2,101,42,117,102,112,·,113,97
M14,106,80,112,107,102,117,104,102
UACC-257,92,107,108,98,108,95,95,112
MDA-MB-435,108,107,101,110,113,106,111,100
SK-MEL-5,82,97,79,97,101,97,100,96
SK-MEL-28,102,112,113,112,107,109,102,107
A549/ATCC,96,99,98,102,100,101,108,104

[49] C[n+]1ccc(/C=N/O)cc1
[50] COc1ccc2c(c1)c(-c1noc(-c3cn(C)c4ncc(Br)cc34)n1)cn2C
[51] Clc1ccc(-c2cc(-c3ccc(Cl)cc3)[o+]c(-c3ccc(Cl)cc3)c2)cc1
[52] CC(C)CC(C(=O)NC1CCCCC1)N1C(=O)c2ccccc2C1=O (stereo not given)
[53] C[C@H](NC(=O)c1cnc2c(-c3ccc(C(F)(F)F)cc3)cccc2c1)c1ccccn1
[54] CC1CN(C2CCCCC2)C(=O)NC1=O (stereo not given)
[55] CCCC(CNC(C)=O)(C1=CCCCC1)c1ccccc1 (stereo not given)
[56] O=C(c1ccc(Cl)cc1)c1no[n+]([O-])c1C(=O)c1ccc(Cl)cc1
[57] O=C(/C=C\c1ccc2c(c1)OCO2)/C=C/c1ccc2c(c1)OCO2
[58] COc1ccc2c(C3(c4c[nH]c5cc(OC)ccc45)C(=O)Nc4ccc(F)cc43)c[nH]c2c1
[59] COc1cc(/C(=C(\CC(=O)O)C(=O)O)c2ccc3c(c2)OCO3)cc(OC)c1OC
entry no.,49,50,51,52,53,54,55,56,57,58,59
UACC-62,98,99,96,92,59,88,82,118,75,71,99
SK-MEL-2,108,93,89,107,81,100,99,92,127,110,97
M14,97,94,97,103,69,99,94,92,40,92,109
UACC-257,87,110,83,109,86,109,90,104,98,78,99
MDA-MB-435,102,100,107,101,96,112,95,90,17,80,107
SK-MEL-5,104,101,99,95,69,105,90,98,84,63,104
SK-MEL-28,103,110,115,109,95,116,101,117,105,100,107
A549/ATCC,84,100,83,100,68,104,93,104,93,75,97

Random draw from the library. About 11% of those tested had a hit in this group.
